# RXFP1 antagonist = qHTS Assay for Antagonists of the Relaxin Receptor RXFP1. 350,000 compounds, 0.59% hits. Relaxin receptor 1 (Homo sapiens), Q9HBX9. HEK293-RXFP1, relaxin-stimulated cAMP HTRF, 30 min; stronger effect = lower value. activity change, negative = inhibition, % at 57.5 µM. AID 1259400, 2018;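 active = activity change of -60% or lower, but not beyond a set lower limit; inconclusive = change between -60% and -40%, or beyond the set limit; inactive = change above -40%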; also: % is scaled to controls: 0 for no effect and ±100 for the full control effect
# D1 ag = Allosteric Agonists of the Human D1 Dopamine Receptor: qHTS | HEK293 T-REx D1 cells, calcium flux, agonist mode | activation, % at 2 µM | 360,000 compounds, 1% hits | AID 504660, 2011; in the data active = activation above about 30%; also: 0% is about no effect
# Target sequence (P21728 whole entry, looked up): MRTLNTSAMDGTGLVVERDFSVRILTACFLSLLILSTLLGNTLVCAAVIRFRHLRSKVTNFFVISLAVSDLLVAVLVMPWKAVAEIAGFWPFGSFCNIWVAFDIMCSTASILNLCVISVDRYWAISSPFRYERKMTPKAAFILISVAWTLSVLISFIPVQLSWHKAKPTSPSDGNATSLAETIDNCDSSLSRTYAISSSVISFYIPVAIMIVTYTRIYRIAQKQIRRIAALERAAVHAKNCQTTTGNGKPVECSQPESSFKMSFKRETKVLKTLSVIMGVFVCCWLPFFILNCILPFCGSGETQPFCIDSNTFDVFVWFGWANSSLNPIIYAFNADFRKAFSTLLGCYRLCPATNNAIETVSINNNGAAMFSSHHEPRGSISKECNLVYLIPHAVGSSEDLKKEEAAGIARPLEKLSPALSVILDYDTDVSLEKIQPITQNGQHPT
#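 Tetracycline-induced HEK293 TREx D1 cells, force-coupled to calcium signalling, were dye-loaded with a no-wash calcium kit. Compound was pin-added after a 10 s baseline. Fluorescence was read kinetically at 1 cycle/s for 180 s, with calcium rises flagged as agonism.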
# Vif-APOBEC3G blk = qHTS for Inhibitors of Vif-A3G Interactions: qHTS | DNA dC->dU-editing enzyme APOBEC-3G (Homo sapiens), Q9HC16 | HeLa A3G-eYFP + Vif (tagged APOBEC3G with the HIV-1 protein that degrades it), YFP fluorescence, overnight | Potency, µM (doses to about 46.1 µM), for the others: at the top dose activity, negative = active, most hits filed as inhibitors | 410,000 compounds, 0.076% hits;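 also: potency is read from the fitted curve at half-maximal effect; % is scaled to controls: 0 for no effect and ±100 for the full control effect; nearly all actives have a fitted effect of over 60% in size; hits raise eYFP signal because A3G escapes Vif-driven loss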
#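 HeLa cells stably expressing Vif and C-terminally eYFP-tagged A3G, seeded overnight at 37 deg C, then exposed to compound by pintool overnight at 37 deg C. Rise in yellow fluorescence (Ex 488/Em 500-530, Acumen) marks blocked Vif-driven A3G degradation.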
# RXFP1 ag = qHTS Assay for Agonists of the Relaxin Receptor RXFP1 | HEK293T-RXFP1 cAMP TR-FRET, 30 min; response scale: percent of porcine relaxin response, buffer zero | Potency, µM (titrated, usually from 57.5 µM), for inactives: top-dose activation, actives largely listed as activators | Relaxin receptor 1 (Homo sapiens), Q9HBX9 | 370,000 compounds, 0.3% hits; also: potency is read from the fitted curve at half-maximal effect; % is scaled to controls: 0 for no effect and ±100 for the full control effect; nearly all actives have a fitted effect of over 60% in size; many of its hits are not listed in these tables
#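 HEK293 cells stably expressing RXFP1, treated 30 min at 37C with compounds plus PDE4 inhibitor Ro 20174; cAMP measured by HTRF TR-FRET. Normalized to buffer and 29 nM porcine relaxin; EC50 by Hill fit.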
# D2 potentiator = HTS Assay for Positive Allosteric Modulators of the Human D2 Dopamine Receptor: Primary Screen for Potentiators | D(2) dopamine receptor (Homo sapiens), P14416 | HEK293 T-REx D2, calcium flux, EC20 dopamine potentiation | potentiation, % at 10 µM | 340,000 compounds, 0.34% hits;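 active = potentiation over 3 SD above the plate norm, cut at about 30% in these data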; also: 0% is about no effect
# Target sequence (P14416 whole entry, looked up): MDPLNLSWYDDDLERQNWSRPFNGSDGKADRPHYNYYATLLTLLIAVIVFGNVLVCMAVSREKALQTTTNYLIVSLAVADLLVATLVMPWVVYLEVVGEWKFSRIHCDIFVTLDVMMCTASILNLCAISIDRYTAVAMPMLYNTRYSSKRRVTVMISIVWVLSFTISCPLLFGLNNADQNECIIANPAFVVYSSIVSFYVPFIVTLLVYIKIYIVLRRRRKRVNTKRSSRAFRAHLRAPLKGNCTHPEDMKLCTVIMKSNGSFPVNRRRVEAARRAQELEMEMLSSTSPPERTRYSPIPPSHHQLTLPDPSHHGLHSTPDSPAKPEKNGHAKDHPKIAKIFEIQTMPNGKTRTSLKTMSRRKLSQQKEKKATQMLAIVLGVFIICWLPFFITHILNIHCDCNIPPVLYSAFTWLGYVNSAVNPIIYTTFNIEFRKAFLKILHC
#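 Using a no-wash calcium dye in inducible, force-coupled HEK293 Trex cells expressing D2, we tracked fluorescence each second for 180 s after compound, then for 180 s after EC20 dopamine to detect augmented signalling.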
# Vif-A3F inh = qHTS for Inhibitors of Vif-A3F Interactions: qHTS | HeLa A3F-eYFP + Vif (tagged APOBEC3F with the HIV-1 protein that degrades it), YFP fluorescence increase | Potency, µM (doses to about 46.1 µM), for the others: top-dose activity, negative = active | 390,000 compounds, 0.2% hits | AID 602313, 2012; also: potency is read from the fitted curve at half-maximal effect; % of control where 0% means no effect; nearly all actives have a fitted effect of over 65% in size
#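 HeLa cells stably expressing Vif plus C-terminally eYFP-tagged A3F were seeded, incubated overnight at 37 deg C, dosed with compound, incubated overnight again at 37 deg C. Yellow fluorescence (Ex 488/Em 500-530) reported blocked Vif-mediated A3F-eYFP degradation.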
# GRP78 ERSR act = qHTS for Inducers of the Endoplasmic Reticulum Stress Response (ERSR) in Human Glioma: qHTS; 420,000 compounds, 0.02% hits; Potency, µM, for the others: top-dose activation, usual class: activators; U87-MG GRP78 promoter luciferase reporter, 16 h; also: potency is read from the fitted curve at half-maximal effect; series mostly up to about 76 µM; % of control where 0% means no effect; nearly all actives have a fitted effect of over 35% in size
#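 Stably transfected U87-MG human glioma cells carrying a GRP78-based luminescent sensor were seeded at 1000 cells/well, pin-dosed with compounds and incubated 16 h. Luciferase reagent was then added, and end-point luminescence was read after 10 min at room temperature.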
# D1 antagonist = Antagonist of Human D 1 Dopamine Receptor: qHTS | activity change, negative = inhibition, % at 10 µM | HEK293 TREx D1 cells, calcium flux, dopamine EC80; stronger effect = lower value | 360,000 compounds, 3.2% hits | D(1A) dopamine receptor (Homo sapiens), P21728; in the data active = activity change below about -30%; also: % is scaled to controls: 0 for no effect and ±100 for the full control effect
#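 After overnight tetracycline induction at 30 C, force-coupled D1 HEK293 cells took up a no-wash calcium dye at room temperature. Compounds were added and monitored 180 s, and the response to EC80 dopamine was then recorded.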
# D1 potentiator = Potentiators of Human D1 Dopamine Receptor: qHTS; D(1A) dopamine receptor (Homo sapiens), P21728; HEK293 TREx D1 cells, calcium flux, dopamine EC20 potentiation; potentiation, % at 10 µM; 360,000 compounds, 0.036% hits; in the data active = potentiation above about 30%; also: 0% is about no effect
# The depositor's hits bear a star; ? = inconclusive; / = no result given; & = joins results of further samples; [ ] = another dose, or the depositor's remark. Unless noted, calls follow the shape of the dose curve; as a rule, active = well fitted curve in the direction sought with a large enough effect; inconclusive = small, poorly fitted or top-dose-only effect, or another doubt; inactive = no such curve, though single readings can be large; an effect the other way counts as inactive or inconclusive.
SMILES,RXFP1 antagonist,D1 ag,Vif-APOBEC3G blk,RXFP1 ag,D2 potentiator,Vif-A3F inh,GRP78 ERSR act,D1 antagonist,D1 potentiator
O=C(NNC(=O)c1ccccc1Cl)c1ccncc1,4,3,-5%,0.1%,0,-16%,-1%,1,-6
C/C(=N\NC(=O)COc1ccccc1)c1ccc(O)cc1,-19,3,-7%,-4.3%,-8,-11%,18%,8,-1
COc1ccc(N2C(=O)C(F)(F)C2c2cccc(F)c2)cc1 (stereo not drawn),-3,-1,-2%,2.0%,13,9%,-1%,-4,-3
O=c1c(C=NCCCn2ccnc2)c(-c2ccccc2)[nH]n1-c1nc2ccccc2s1,-5,2,-7%,-1.2%,/,-14%,-4%,-1,-4
CC(=O)N1CCN(c2ccc(NC(=O)c3ccc(C)c([N+](=O)[O-])c3)cc2)CC1,0,1,-3%,-3.6%,1,8%,-1%,-3,-1
CSc1cccc(CNC(=O)C2CCC(=O)N(CCCN3CCCC3=O)C2)c1 (stereo not drawn),2,1,8%,2.5%,-24,-10%,-1%,11,7
O=C(COc1ccc(C(=S)N2CCC(Cc3ccccc3)CC2)cc1)N1CCOCC1,0,-1,2%,2.9%,6,6%,-1%,/,-2
Cc1nn(-c2ccccc2)c(CC(C)(C)C(=O)O)c1C(=O)O,3,2,0%,1.2%,10,5%,-6%,-7,-10
CCCCC1=CC2=C(c3ccco3)C(=O)C(C)(OC(=O)c3ccc(OC)cc3)C(=O)C2=CN1CCCOC(C)C (stereo not drawn),/,3,0%,9.6%,9,1%,0%,9,0
Cc1cccc(NC(=O)c2ccc(CN3CCN(Cc4ccccc4)CC3)cc2)c1,-8,14,2%,0.2%,-12,-18%,-4%,-37*,-9
CN(C)c1c([N+](=O)[O-])cc(N2C(=O)C=CC2=O)cc1[N+](=O)[O-],-23,/,-1%,/,/,1%,-5%,/,/
Cc1ncc(CN2CCCCC2C(=O)Nc2ccc(Oc3ccccc3)nc2)cn1 (stereo not drawn),6,-1,-2%,0.1%,20,2%,-1%,-1,-1
COc1ccc(-c2cn(Cc3cccc(OC)c3)nn2)cc1,/,6,3%&2%,5.1%,14,-2%,0%&4%,-9,-14
COc1ccc(Cl)cc1S(=O)(=O)n1c([N+](=O)[O-])cnc1C,0,0,0%,-0.7%,-3,-2%,1%,-2,-13
CC(C)(C)NCc1ccc(OCc2cccs2)cc1,-7,7,3%,1.3%,3,-21%,-1%,10,2
CCOC(=O)c1cnc2c(C)c(Cl)ccc2c1NCCCN1CCOCC1,-3,1,6%,2.2%,2,4%,-3%,-3,21
COc1ccc(CCNC(=O)CCc2nc3ccccc3[nH]2)cc1OC,-4,4,-2%,-0.2%,-11,1%,-3%,-2,3
O=C(CN1CCOCC1)Nc1ccc(-c2nc3ccccc3[nH]2)cc1,2,2,0%,1.3%,7,-4%,0%,-10,-3
COc1cccc(C=NCCCN=Cc2cccc(OC)c2O)c1O,?,1,-9%,0.0%,/,2%,-3%,-2,6
COc1cc(NS(=O)(=O)c2ccc(NC(C)=O)cc2)cc(OC)c1,-5,3,1%,-0.5%,17,3%,-3%,-2,-5
O=C(O)c1cc(Cl)c(Cl)cc1C(=O)N(Cc1ccccc1)Cc1ccccc1,-5,0,10%,-6.2%,11,-9%,-4%,0,2
Cc1ccc(N(CC(=O)NCc2ccc(OC(C)C)cc2)S(=O)(=O)N(C)C)cc1,3,-1,1%,0.4%,/,4%,-4%,1,0
CCC[C@@H]1Cc2ccccc2N1C(C)=O,/,-3,-3%,0.2%,/,-4%,-2%,/,-2
FC(F)(F)c1cccc(OCc2nnc3n2CCC3)c1,6,-4,-1%,0.8%,-4,-28%,/,5,1
Cc1ccc(S(=O)(=O)N2CCN(C(=O)COC(=O)c3ccccc3OC(F)F)CC2)c(C)c1,-3,/,-5%,/,/,12%,-2%,/,/
CSc1scc2c1-c1nc(SCC(=O)C(C)(C)C)ncc1CC2,-7,3,3%,5.1%,-4,1%,0%,7,-1
Cc1[nH]c2ccc(F)cc2c1CCN(Cc1cccnc1)C(=S)Nc1ccc(F)cc1,0,21,1%,0.8%,14,3%,-7%,-37*,-12
Cc1cc(C)cc(NCCC#N)c1,-17,2&3,-1%,-3.6%&0.2%,-1&4,8%,-2%,33&14,-3&-4
Cc1ccccc1NC(=O)COC(=O)c1ccc2c(c1)C(=O)N(CCCN1CCOCC1)C2=O,-1,/,-1%,/,/,6%,-4%,/,/
Cc1ccc(CN(Cc2ccco2)C(=O)c2ccccc2Br)o1,4,-1,-2%,-1.0%,8,5%,-3%,-8,-1
Cn1cc(/C=C/c2cc[n+](C)cc2)c2cc(Cl)ccc21,-24,24,?,-45%[inhibitor],-5,?,-5%,-3,-6
Cc1ccc(-c2nnc(Nc3ccc(O)cc3)c3ccccc23)cc1S(=O)(=O)NCCO,-1,1,-11%,0.6%,9,-6%,13%,-4,-11
C=CCOC(=O)C1=C(C)NC(=O)NC1C1CC=CCC1 (stereo not drawn),-12,1,-4%,-0.7%,8,0%,-2%,9,-7
CC(C)CNC(=O)C(=O)NCC1CCCN1S(=O)(=O)c1cccs1 (stereo not drawn),-1,1,0%,-0.5%,18,-4%,-3%,-1,-1
COCCN(C(=S)Nc1ccc(OC)cc1)C1CCN(C(C)=O)CC1,-11,1,1%,5.5%,10,0%,-1%,-12,0
CCN(Cc1ccccc1)C(=O)C1CCN(Cc2ccc(OC)c(OC)c2OC)CC1,5,1,0%,-1.7%,-2,0%,-3%,13,-6
COc1ccc(NC(=O)CN2CCN(S(=O)(=O)c3ccc(C(C)C)cc3)CC2)cc1OC,-2,2,-2%,-0.6%,4,-1%,-5%,-1,-2
O=C(CCC(=O)N1CCCC(Nc2ccccc2)C1)c1ccc(F)cc1 (stereo not drawn),1,-1,-13%,-4.2%,-2,-2%,4%,-4,-2
CCC(C(=O)OCC(=O)N1CCN(S(=O)(=O)c2ccc(C)cc2C)CC1)c1ccccc1 (stereo not drawn),-6,49*,2%,-0.7%,9,-4%,-5%,-3,/
NNC(=O)c1cc(-c2ccccc2)sc1N,1,1,1%,1.6%,-16,1%,2%,2,3

# Grouped by structure, the compounds so far containing four or more nitrogen atoms
SMILES,RXFP1 antagonist,D1 ag,Vif-APOBEC3G blk,RXFP1 ag,D2 potentiator,Vif-A3F inh,GRP78 ERSR act,D1 antagonist,D1 potentiator
O=c1c(C=NCCCn2ccnc2)c(-c2ccccc2)[nH]n1-c1nc2ccccc2s1,-5,2,-7%,-1.2%,/,-14%,-4%,-1,-4
CC(=O)N1CCN(c2ccc(NC(=O)c3ccc(C)c([N+](=O)[O-])c3)cc2)CC1,0,1,-3%,-3.6%,1,8%,-1%,-3,-1
CN(C)c1c([N+](=O)[O-])cc(N2C(=O)C=CC2=O)cc1[N+](=O)[O-],-23,/,-1%,/,/,1%,-5%,/,/
Cc1ncc(CN2CCCCC2C(=O)Nc2ccc(Oc3ccccc3)nc2)cn1 (stereo not drawn),6,-1,-2%,0.1%,20,2%,-1%,-1,-1
O=C(CN1CCOCC1)Nc1ccc(-c2nc3ccccc3[nH]2)cc1,2,2,0%,1.3%,7,-4%,0%,-10,-3
Cc1[nH]c2ccc(F)cc2c1CCN(Cc1cccnc1)C(=S)Nc1ccc(F)cc1,0,21,1%,0.8%,14,3%,-7%,-37*,-12
Cc1ccc(-c2nnc(Nc3ccc(O)cc3)c3ccccc23)cc1S(=O)(=O)NCCO,-1,1,-11%,0.6%,9,-6%,13%,-4,-11

# Later entries
SMILES,RXFP1 antagonist,D1 ag,Vif-APOBEC3G blk,RXFP1 ag,D2 potentiator,Vif-A3F inh,GRP78 ERSR act,D1 antagonist,D1 potentiator
CCCCC(=O)Nc1nc(C)c(-c2csc(Nc3ccc(Cl)cc3)n2)s1,/,23,1%,-0.4%,-14,3%,3%,103,-1
Cc1nn(C(C)(C)C)c(OC(=O)C(C)(C)C)c1Sc1ccccc1,/,3,0%,-0.4%,6,-7%,0%,20,8
Cc1onc(-c2ccccc2)c1C(=O)N(CC(C)C)c1c(N)n(CC(C)C)c(=O)[nH]c1=O,1,9,-3%,0.1%,30*,0%,-3%,-5,12
Cc1ccc(NC(=O)c2cc(NC(=O)c3ccco3)ccc2N2CCCCC2)cc1,-3,1,1%,0.7%,8,10%,-6%,14,-5
CCOC(=O)Cn1c(=O)c(C#N)cn(C(C)C)c1=O,4,3,0%,3.3%,-4,0%,-4%,-2,-6
Cc1c(Cl)cccc1NC(=S)C(=C([O-])c1ccc(Cl)s1)[n+]1ccccc1,-11,/,4%,/,/,-15%,-1%,/,/
Cc1ccc(Cl)cc1NC(=S)N(C)N,7,3,5%,1.1%,-2,-7%,-2%,0,4
Cc1cc([N+](=O)[O-])nn1Cc1noc(C(=O)NCCCn2ccnc2)n1,-5,0,4%,0.8%,/,-3%,2%,13,-4
CCN(CC)c1ccc(NC(=O)c2cc3ccccc3o2)c(C)c1,-3,6,0%,0.1%,/,-10%,1%,-15,1
COC(=O)NNC(=O)c1ccc(C(C)(C)C)cc1,-6,18,1%,2.8%,1,-16%,7%,-16,-4
CC1=CC(=O)C(C(C)=Nc2cccc(Cl)c2)C(=O)O1 (stereo not drawn),-3,/,0%,/,/,6%,0%,/,/
c1ccc(OCCCn2nnc(-c3cccnc3)n2)cc1,-6,6,0%,0.3%,-1,-5%,-3%,-8,-1
CC(=O)Nc1ccc(SCCN2CC[C@@H](C)CCC2=O)cc1,/,0,1%,-0.1%,-5,1%,0%,/,-3

# A portion of the library; the hit share may differ from the screen's.
